Source: PubChem
TRPML3 ag: agonists of human TRPML3 channel; Q8TDD5; hit rate 0.29% among 220,000; activation, % at 3 µM; HEK293 TRPML3-YFP, Fluo-8 calcium fluorescence; 100% = the carbachol control signal; AID 1448;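 active = activation above its plate's cutoff, the mean activation of the plate's test wells plus 3 SD, cut at about 12% in these data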;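 note: 0% = DMSO only wells and 100% = carbachol wells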
Target sequence (Q8TDD5 whole entry, looked up): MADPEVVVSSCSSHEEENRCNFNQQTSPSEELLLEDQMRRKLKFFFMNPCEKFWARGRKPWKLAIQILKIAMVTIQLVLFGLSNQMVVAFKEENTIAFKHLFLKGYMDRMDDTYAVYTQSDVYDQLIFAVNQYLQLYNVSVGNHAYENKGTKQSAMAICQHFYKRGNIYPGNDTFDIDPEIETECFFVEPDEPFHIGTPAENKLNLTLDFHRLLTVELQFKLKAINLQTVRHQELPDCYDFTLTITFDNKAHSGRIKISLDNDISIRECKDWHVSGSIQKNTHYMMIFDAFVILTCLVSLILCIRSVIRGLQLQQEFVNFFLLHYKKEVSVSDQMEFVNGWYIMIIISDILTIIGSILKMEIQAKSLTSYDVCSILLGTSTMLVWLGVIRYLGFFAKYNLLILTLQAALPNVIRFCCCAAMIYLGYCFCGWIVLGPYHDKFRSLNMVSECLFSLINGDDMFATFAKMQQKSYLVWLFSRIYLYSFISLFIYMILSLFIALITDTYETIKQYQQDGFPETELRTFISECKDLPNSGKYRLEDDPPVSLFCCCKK
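Material: HEK293 cells stably carrying human TRPML3-YFP; compound dosing: single dose, 3 µM final nominal compound, 0.3% DMSO final; incubation: 1-h 37 °C dye load, 5-s basal, 120-s post-compound reads; technique: Fluo-8 intracellular calcium fluorescence, excitation 470-495 nm, emission 515-575 nm; read-out basis: percent activation from peak-to-basal fluorescence ratio, scaled between DMSO and carbachol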
NPY Y1 blocker: blocks the human neuropeptide Y Y1 receptor. P25929. HEK293-CNG Y1 cells, membrane potential fluorescence; NPY at EC95, then isoproterenol. inhibition, % at 3.6 µM. hit rate 1% among 200,000;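 active = inhibition above the campaign mean inhibition of all tested compounds plus 3 SD, cut at about 20% in these data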;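 note: 0% = DMSO wells given NPY plus isoproterenol and 100% = isoproterenol alone without NPY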
Target sequence (P25929 whole entry, looked up): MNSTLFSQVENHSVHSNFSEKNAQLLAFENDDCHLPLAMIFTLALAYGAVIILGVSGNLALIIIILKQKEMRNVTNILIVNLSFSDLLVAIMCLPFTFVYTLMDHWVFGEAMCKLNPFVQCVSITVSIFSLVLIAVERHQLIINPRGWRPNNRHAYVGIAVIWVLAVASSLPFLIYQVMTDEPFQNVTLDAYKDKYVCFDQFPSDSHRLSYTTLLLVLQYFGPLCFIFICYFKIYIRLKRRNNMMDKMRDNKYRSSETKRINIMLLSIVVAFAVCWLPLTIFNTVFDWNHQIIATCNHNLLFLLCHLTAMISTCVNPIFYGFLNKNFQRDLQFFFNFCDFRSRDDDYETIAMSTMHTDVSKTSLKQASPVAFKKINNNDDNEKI
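Material: HEK293 Y1/CNG channel cell line | Also added: NPY (25 nM), isoproterenol (1 µM), Ro 20-1724 (25 µM) | Compound: One concentration, 3.6 µM, in 0.4% DMSO | Schedule: 3 h dye uptake, 1 h room-temperature compound, 45 min post-isoproterenol | Signal: Membrane-potential fluorescent dye readout | Read-out: % inhibition of NPY effect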
PGE2 EP2 inh: blocks the human prostaglandin E2 receptor EP2 | P43116 | C6 glioma cells expressing human EP2, cAMP TR-FRET; cells stimulated with saturating PGE2 | inhibition, % at 25 µM | hit rate 0.52% among 260,000 | AID 1422;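 active = percent inhibition above 40 after rounding to a whole number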;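 note: rat C6 glioma host cells with rolipram phosphodiesterase inhibitor present; the protocol text gives 20 µM as final concentration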
CHOP inh: blocks CHOP induction under ER stress; CHO-K1 CHOP-promoter luciferase, tunicamycin-induced, 15-18 h; inhibition, % at 10 µM; hit rate 3.8% among 220,000;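 active = compounds that reduced the stress-induced luciferase reporter signal by more than about 70% of percent inhibition, limit read from the data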;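 note: 0% = tunicamycin plus vehicle and 100% = wells without tunicamycin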
PPC-1+TRAIL kill: PPC-1 cancer cell killing with TRAIL present; PPC-1 cells + TRAIL, ATPLite viability luminescence; cell killing (% activity), % at 4 µM; hit rate 0.41% among 220,000; AID 1443;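 active = cell killing above 50% in the first pass at 4 µM, then a duplicate retest at 5 µM averaging 50% or more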;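 note: plate controls were cells with TRAIL plus DMSO for no effect and medium-only wells lacking cells for full effect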
14-3-3 Bad PPI: disrupts binding of bovine 14-3-3 zeta to phospho-Bad peptide | P63103 | TR-FRET 14-3-3zeta/Dy647-pBad peptide displacement, 1 h | inhibition, % at 21.7 µM | hit rate 0.71% among 220,000 | AID 781;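 active = inhibition above about 70%, limit read from the data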;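 note: 0% = full 14-3-3 plus peptide FRET controls and 100% = background without 14-3-3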
NPY1 pot ag: human NPY-Y1 potentiation or agonism, primary screen. P25929. NPY-Y1 expressing cells, potentiator/agonist activation. activation, % at 3.6 µM. hit rate 0.37% among 220,000. AID 1304; in the data active = activation above about 33%, passing the limit was not always enough;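 note: cells stimulated with NPY at EC10 then isoproterenol at EC100; 0% = low agonist plus stimulus and 100% = saturating agonist plus stimulus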
TRPN1 ag: agonists of zebrafish TRPN1 channel. hit rate 0.18% among 220,000. AID 1424. HEK293 zebrafish TRPN1-YFP, Fluo-8 calcium fluorescence; 100% = response to 87 µM carbachol. activation, % at 3 µM;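 active = activation above its plate's cutoff, the mean activation of test wells on that plate plus 3 SD, cut at about 19% in these data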;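 note: 0% = DMSO alone and 100% = 87 µM carbachol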
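Control set: carbachol 87 µM as high control, DMSO as low control; system: HEK293 stable line with zebrafish TRPN1-YFP; read-out: % activation versus carbachol response; detection: intracellular calcium fluorescence with Fluo-8; doses: single test compound dose, 3 µM nominal, 0.3% DMSO; schedule: dye 1 h 37 °C plus 30 min RT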
EP2 modulator: EP2 receptor (human) modulation. P43116. EP2-expressing cells, cAMP HTRF FRET, PGE2 co-stimulation. induction, % at 25 µM. hit rate 0.83% among 260,000. AID 940;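 active = compounds whose cAMP rise, as percent of the full-agonist control response, exceeds 60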;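 note: rat C6 glioma line stably carrying human EP2 under a CMV promoter; the protocol text gives 20 µM as final concentration; 100% = response of wells given 1 µM PGE2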
Active calls of the source: *; · = no result given; [ ] = remark or other dose.

Structure | TRPML3 ag | NPY Y1 blocker | PGE2 EP2 inh | CHOP inh | PPC-1+TRAIL kill | 14-3-3 Bad PPI | NPY1 pot ag | TRPN1 ag | EP2 modulator
COc1ccc2nc(NNC(=O)C3COc4ccccc4O3)sc2c1 (centres undefined) | 0.1 | -1 | 5 | -14 | 13 | -11[fluorescence artefact?] | 4 | -0.4 | -9
COc1cccc(-n2nc(C(=O)N3CC(C)CC(C)C3)c3ccccc3c2=O)c1 (centres undefined) | -0.3 | -2 | 7 | 25 | -16 | -3 | -18 | -0.8 | 28
CCNc1nc(Oc2ccc(=O)n(-c3ccccc3)n2)nc(N(C)C)n1 | -1.1 | 2 | 10 | 8 | 12 | -3 | -13 | 0.5 | 28
Cn1c(Oc2ccc(Cl)c3cccnc23)nc2c1c(=O)n(Cc1ccccc1Cl)c(=O)n2C | 0.5 | -6 | 5 | 61 | -8 | 2 | -9 | -0.8 | -9
Cc1cc(CNC(=O)COc2ccccc2)c2ccccc2n1 | 0.7 | -4 | 6 | 11 | 18 | -3 | 18 | 1.7 | -2
CS(=O)(=O)n1nc(-c2ccccc2)nc1NCc1ccco1 | -0.3 | -1 | 7 | 22 | 41 | -4 | -37 | 0.5 | -11
Cc1cc(C)c(C)c(OC(=O)c2sc(Cl)nc2C)c1 | 0.5 | 2 | 7 | 47 | 9 | -1 | -4 | 0.1 | 25
CC(C)Cn1cc(C(=O)N2CCN(c3ccccn3)CC2)c2c3ccccc3n(C)c2c1=O | 2.6 | 6 | 9 | -15 | 10 | · | -17 | 8.3 | -8
O=C(Nc1ccc(F)c(F)c1)c1cccnc1 | 0.3 | 3 | 14 | 35 | 16 | -17 | -17 | 0.8 | 7
C/C=C/c1ccc(OCCOc2cccc3cccnc23)c(OC)c1 | 0.0 | 6 | 7 | 7 | 22 | -4 | -7 | 0.2 | 4
CN(C)S(=O)(=O)c1ccc(Cl)c(NC(=O)COC(=O)C2CCCO2)c1 (centres undefined) | 0.8 | · | 11 | 6 | 13 | 0 | 19 | 2.2 | 5
CCCCN(C)S(=O)(=O)c1ccc(C(=O)Nc2nnc(CSC)o2)cc1 | -0.5 | 3 | 19 | · | 9 | 3 | -7 | -0.9 | 14
COc1ccc(NC(=O)c2ccc(OC(=S)N(C)c3ccc(OC)cc3)cc2)cc1 | 1.1 | -3 | 1 | 25 | 7 | 12 | 20 | -1.0 | 6
O=C(Nc1cccc(-c2nnc(-c3ccco3)o2)c1)c1ccccc1 | 1.1 | -1 | 17 | 5 | 6 | 8 | -10 | 4.3 | -33
COc1ccc(NC(=O)CCCCCN2C(=O)CCC2=O)cc1Cl | 0.9 | -8 | 2 | 14 | 4 | -7 | 2 | -1.0 | -18
CCCCOC(=O)c1ccc(NC(=O)CSc2nnnn2C)cc1 | 0.5 | 1 | 4 | -4 | 6 | -8 | 14 | 1.2 | -61
CC(=O)c1cccc(NC(=S)NC(=O)c2ccc(C)cc2Cl)c1 | -0.2 | 12 | 8 | 14 | 16 | -16 | -10 | -0.4 | -37
O=C(c1ccc(Cl)c(S(=O)(=O)N2CCCC2)c1)N1CCN(c2ccccn2)CC1 | 1.0 | -1 | 8 | 25 | 5 | -3 | -18 | 3.7 | 22
CNC(=O)C1=C(C)NC(=S)NC1c1cc2c(cc1OC)CCCC2 (centres undefined) | 1.1 | -2 | 8 | 16 | -6 | -4 | 13 | 0.0 | 19
COc1cc(-c2nc(-c3ccccc3)c(-c3cccs3)[nH]2)cc(OC)c1OC | -1.4 | -1 | 11 | -18 | -2 | 4[fluorescence artefact?] | 18 | -1.5 | 33
CC1CC(C)CN(S(=O)(=O)c2ccccc2[N+](=O)[O-])C1 (centres undefined) | 1.8 | -2 | 6 | 49 | 4 | -6 | -3 | -1.3 | 5
CN(C)/C=N/c1c(C(=O)NCc2ccccc2)nnn1Cc1ccccc1 | -1.2 | 1 | 9 | 19 | 0 | 5 | 12 | -1.2 | -7
CNC(=O)Nc1cccc(-c2ccnc(C)n2)c1 | 1.4 | · | 6 | 0 | -18 | 1 | -4 | 1.8 | 14
Cc1c(C(=O)N/N=C/c2cccs2)nc2ccccn12 | 0.5 | 8 | 8 | 10 | 14 | 11 | -7 | 1.7 | -7

Three entries from above, ordered by the number in NPY Y1 blocker, lowest first.
compound	NPY Y1 blocker
CC1CC(C)CN(S(=O)(=O)c2ccccc2[N+](=O)[O-])C1 (centres undefined)	-2
CS(=O)(=O)n1nc(-c2ccccc2)nc1NCc1ccco1	-1
Cc1cc(C)c(C)c(OC(=O)c2sc(Cl)nc2C)c1	2

Additional compounds.
The line under a structure holds: TRPML3 ag | NPY Y1 blocker | PGE2 EP2 inh | CHOP inh | PPC-1+TRAIL kill | 14-3-3 Bad PPI | NPY1 pot ag | TRPN1 ag | EP2 modulator
Nc1cccc2c1nnn2C1OC(CO)C(O)C(O)C1O (centres undefined)
→ 0.9 | -2 | 7 | 3 | -8 | -2 | 4 | 0.2 | 20
CCC(C)NS(=O)(=O)c1ccc(NC(=O)c2cccs2)cc1 (centres undefined)
→ 1.9 | -1 | 7 | 12 | 19 | -8 | 4 | 4.0 | -28
Cc1cc(C(=O)Nc2sc(C)c(-c3ccc(F)cc3)c2C(N)=O)no1
→ 1.1 | 0 | 11 | 13 | 43 | 5 | 18 | 0.1 | 29
O=C(Nc1ccc2oc(Cc3ccc(Cl)cc3)nc2c1)c1cccnc1
→ 0.5 | 0 | 11 | · | 17 | -4 | -17 | 1.2 | -12
CCN(CC)C(=O)c1sc2nc(-c3ccccc3)ccc2c1N
→ -0.1 | 0 | 11 | 4 | 17 | 1 | -7 | -0.2 | -13
O=Cc1cc(N=Nc2ccccc2Cl)ccc1O
→ 0.3 | -15 | 7 | 58 | 9 | 25 | 33 | -1.4 | 55
Cc1c(NC(=O)C2CCCN2S(=O)(=O)c2ccc(Cl)cc2)c(=O)n(-c2ccccc2)n1C (centres undefined)
→ -0.1 | -1 | 5 | 16 | 14 | -8[fluorescence artefact?] | -13 | 0.4 | 21
COC(=O)c1cccc(COC(=O)CNC(=O)c2ccco2)c1
→ 0.8 | -3 | 9 | 2 | -2 | 4[fluorescence artefact?] | 10 | 0.9 | 8
COc1cnc(-c2ccccc2)nc1Oc1cccc(C)c1
→ -0.2 | 13 | 5 | 65 | 16 | 0 | -32 | -1.8 | 28
Cc1ccc(NC(=O)Cn2cc(C(F)(F)F)cc(Cl)c2=O)cc1Cl
→ 0.4 | -2 | 6 | -2 | 6 | 2 | 0 | 0.3 | 17
CSc1nc(N)n2nc(-c3ccccc3)cc2n1
→ -0.2 | · | 11 | 2 | 13 | -4 | 7 | -0.3 | -30
CCc1c(C(=O)NC2CCCCC2)[nH]c(C)c1C(C)=O
→ -0.2 | 2 | 8 | 58 | 11 | 10 | -3 | -0.9 | 3
O=C(O)CC1(CC(=O)Nc2ccccc2N2CCOCC2)CCCC1
→ 0.2 | · | 12 | 4 | 18 | -1 | 24 | 1.1 | 15
CCCC/C(=N\NC(=O)c1ccc(Br)o1)c1ccccc1
→ 1.1 | 0 | 18 | -4 | 17 | -1 | 7 | 0.4 | 55
Cc1cc(NCCCO)n2c(nc3ccccc32)c1C#N
→ 0.2 | 4 | 7 | -8 | 2 | 3 | -14 | -0.1 | -6
O=C(O)CCN1c2ccccc2Sc2ccccc21
→ -0.1 | · | 10 | 3 | 6 | 9 | -23 | 0.2 | -10
COc1cc(C(=O)N(C)c2nnc(-c3cccnc3)s2)cc(OC)c1OC
→ 1.6 | 6 | 8 | 35 | 0 | -4 | 25 | 1.4 | 7
CC(O)C(NS(=O)(=O)c1ccc(Cl)cc1)C(=O)OCC(=O)c1c[nH]c2ccccc12 (centres undefined)
→ 1.9 | -8 | 13 | 16 | 27 | 0 | 19 | 7.5 | -57
O=C(/C=C/c1ccco1)NC(=S)Nc1ccccc1N1CCOCC1
→ -0.3 | 8 | 8 | 66 | 23 | -7[fluorescence artefact?] | -27 | -1.1 | 6
COc1ccc(NS(=O)(=O)c2cc(NC(=O)CCSc3ccccc3)ccc2OC)cc1
→ 0.5 | -5 | 6 | 14 | -1 | 3 | 21 | 2.7 | -67
Cc1ccc(-c2nc3[nH]c(=O)cc(NC(=O)c4cccs4)n3n2)cc1
→ 0.8 | · | 6 | -28 | 5 | 2 | 6 | 0.0 | 0
COc1cc2c(cc1NC(=O)CSc1nnc(Cc3cccs3)n1C)oc1ccccc12
→ 0.6 | -7 | -1 | 21 | -7 | 2[fluorescence artefact?] | 4 | -1.0 | 20
Cc1noc(C)c1CN1C(=O)NC(Cc2ccccc2)(Cc2ccccc2)C1=O
→ 0.3 | -5 | 13 | 5 | -13 | -8 | -9 | 1.0 | 3
COc1cccc(-c2nn(C)c3sc(C(=O)Nc4ccc5c(c4)OCCO5)cc23)c1
→ -0.3 | 2 | 17 | 29 | -4 | -8[fluorescence artefact?] | -6 | 1.2 | -7
COC(=O)C(OC(=O)c1ccc(OC)cc1)C(=O)OC
→ 0.4 | 1 | 3 | -6 | 0 | 15[fluorescence artefact?] | -20 | 0.5 | -3
CCCc1cc(-c2n[nH]c(=S)n2-c2cccc(C)c2)cs1
→ -0.2 | 17 | 7 | 63 | 13 | -18 | -4 | -1.3 | 50
CCOc1ccc(CN(Cc2ccco2)S(=O)(=O)c2ccc(-n3cnnn3)c(OC)c2)cc1
→ 1.6 | 12 | 7 | -13 | 19 | -3 | -19 | 0.9 | 8
O=C(CCCn1c(SCC(=O)c2ccc(F)cc2)nc2ccccc2c1=O)NCc1ccccc1
→ 0.2 | 11 | 6 | 66 | -12 | -7 | -13 | -2.2 | 5

Some of the compounds tested; rates above refer to the full screens.
